Screening data deposited in PubChem BioAssay by National Center for Advancing Translational Sciences (NCATS).
JMJD2A Tudor = qHTS Assay for Inhibitors of JMJD2A-Tudor Domain. Lysine-specific demethylase 4A (Homo sapiens), O75164. AlphaScreen JMJD2A-Tudor / H3K4me3 peptide binding. Potency, µM (series often up to 114 µM), for inactives: top-dose activity change, negative = inhibition, most hits filed as inhibitors. actives 4.4% (n = 390,000); note: % is set by controls: 0 for no effect and ±100 for the full control effect; nearly all actives have a fitted effect of over 50% in size
G9a inh = qHTS Assay for Inhibitors of Histone Lysine Methyltransferase G9a; Potency, µM (doses to about 102 µM), without a hit: at the highest dose activity, negative = inhibition, most hits filed as inhibitors; AID 504332, 2011; G9a H3K9 monomethylation, AlphaScreen, 2 h; actives 8.8% (n = 350,000); Histone-lysine N-methyltransferase EHMT2 (Homo sapiens), Q96KQ7; note: % is set by controls: 0 for no effect and ±100 for the full control effect; nearly all actives have a fitted effect of over 75% in size
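Signal arises when biotinylated H3K9 peptide, once monomethylated, bridges streptavidin donor and antibody-captured acceptor beads. Enzyme at 20 nM was preincubated 15 min with test compounds; peptide 500 nM and SAM 20 uM then reacted for 2 h.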
Pol iota inh = qHTS for Inhibitors of Polymerase Iota; DNA polymerase iota (Homo sapiens), Q9UNA4; Pol iota fluorescent replication assay, 10 min; Potency, µM (doses to about 115 µM), without a hit: top-dose activity, negative = inhibition, most hits filed as inhibitors; actives 1% (n = 390,000)
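Fluorescent replication assay read twice, at 0 min and 10 min after adding 50 nM (final) substrate. Enzyme (10 nM) and compounds were first incubated 15 min at room temperature; enzyme-free buffer wells were negative controls.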
BLM helicase inh = qHTS Assay for Inhibitors of Bloom's syndrome helicase (BLM) | RecQ-like DNA helicase BLM (Homo sapiens), P54132 | actives 0.2% (n = 350,000) | Potency, µM (series often up to 56.1 µM), for the others: at the highest dose activity change, negative = inhibition, usual class: inhibitors | recombinant BLM DNA unwinding, fluorescence dequenching;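 note: plate controls were vehicle for no effect and no enzyme for full effect; nearly all actives have a fitted effect of over 35% in size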
Pin1 inh = qHTS Assay to Find Inhibitors of Pin1; Peptidyl-prolyl cis-trans isomerase NIMA-interacting 1 (Homo sapiens), Q13526; Pin1 FP peptide displacement, HiFluor488, 10 min; Potency, µM (doses to about 115 µM), without a hit: at the highest dose activity, negative = inhibition, actives largely listed as inhibitors; actives 0.009% (n = 390,000); active = well fitted inhibition curve with a large enough effect in the polarisation, with a control signal flat, not every such curve was filed as active; inconclusive = small, poorly fitted or top-dose-only effect, or effect the other way, or a change in a side signal; inactive = no such curve, though single readings can be large or run the other way; the % refers to the polarisation; note: % is set by controls: 0 for no effect and ±100 for the full control effect
HP1b chromo inh = HTS for Inhibitors of HP1-beta Chromodomain Interactions with Methylated Histone Tails. Chromobox protein homolog 1 (Homo sapiens), P83916. AlphaScreen HP1-beta / biotin-H3K9me3 peptide binding. Potency, µM (series often up to 114 µM), for inactives: top-dose activity change, negative = inhibition, hits mostly inhibitors. actives 0.56% (n = 390,000). AID 540317, 2011; note: nearly all actives have a fitted effect of over 70% in size; inactives centre near 23
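AlphaScreen: HP1-beta (50 nM) preformed 30 min with biotin-H3(1-18)K9me3 peptide (50 nM) in PBS pH 7.4, 0.01% Tween-20. Compound added for 30 min at RT, then streptavidin donor/nickel chelate acceptor beads (10 ug/mL) for 30 min.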
PGK inhibitor = qHTS Assay to Find Inhibitors of Phosphoglycerate Kinase; Phosphoglycerate kinase, glycosomal (Trypanosoma brucei brucei), P07378; PGK/GAPDH coupled, Kinase-Glo luminescence, 60 min; Potency, µM (titrated, usually from 57.5 µM), for the others: at the top dose activity change, negative = inhibition, actives largely listed as inhibitors; actives 0.043% (n = 380,000); AID 602233, 2012; note: % is set by controls: 0 for no effect and ±100 for the full control effect; nearly all actives have a fitted effect of over 60% in size
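Luminescent ATP detection (Kinase-Glo Plus) follows a 60-minute room-temperature incubation, with wells lacking PGK as controls. Buffer: 100 mM TEA (pH 7.6), 5 mM MgCl2, 0.01% Tween-20. Coupling enzyme GAPDH (100 nM final) supplies unstable 1,3-BPG in-well.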
BAZ2B inh = qHTS Assay for Inhibitors of BAZ2B; Potency, µM (doses to about 114 µM), for the others: at the top dose activity change, negative = inhibition, most hits filed as inhibitors; AlphaScreen BAZ2B-H3K14Ac peptide displacement; Bromodomain adjacent to zinc finger domain protein 2B (Homo sapiens), Q9UIF8; AID 504333, 2011; actives 4.4% (n = 360,000); note: % is set by controls: 0 for no effect and ±100 for the full control effect; nearly all actives have a fitted effect of over 60% in size
Target sequence (Q9UIF8 whole entry, looked up, the tested form may be a part): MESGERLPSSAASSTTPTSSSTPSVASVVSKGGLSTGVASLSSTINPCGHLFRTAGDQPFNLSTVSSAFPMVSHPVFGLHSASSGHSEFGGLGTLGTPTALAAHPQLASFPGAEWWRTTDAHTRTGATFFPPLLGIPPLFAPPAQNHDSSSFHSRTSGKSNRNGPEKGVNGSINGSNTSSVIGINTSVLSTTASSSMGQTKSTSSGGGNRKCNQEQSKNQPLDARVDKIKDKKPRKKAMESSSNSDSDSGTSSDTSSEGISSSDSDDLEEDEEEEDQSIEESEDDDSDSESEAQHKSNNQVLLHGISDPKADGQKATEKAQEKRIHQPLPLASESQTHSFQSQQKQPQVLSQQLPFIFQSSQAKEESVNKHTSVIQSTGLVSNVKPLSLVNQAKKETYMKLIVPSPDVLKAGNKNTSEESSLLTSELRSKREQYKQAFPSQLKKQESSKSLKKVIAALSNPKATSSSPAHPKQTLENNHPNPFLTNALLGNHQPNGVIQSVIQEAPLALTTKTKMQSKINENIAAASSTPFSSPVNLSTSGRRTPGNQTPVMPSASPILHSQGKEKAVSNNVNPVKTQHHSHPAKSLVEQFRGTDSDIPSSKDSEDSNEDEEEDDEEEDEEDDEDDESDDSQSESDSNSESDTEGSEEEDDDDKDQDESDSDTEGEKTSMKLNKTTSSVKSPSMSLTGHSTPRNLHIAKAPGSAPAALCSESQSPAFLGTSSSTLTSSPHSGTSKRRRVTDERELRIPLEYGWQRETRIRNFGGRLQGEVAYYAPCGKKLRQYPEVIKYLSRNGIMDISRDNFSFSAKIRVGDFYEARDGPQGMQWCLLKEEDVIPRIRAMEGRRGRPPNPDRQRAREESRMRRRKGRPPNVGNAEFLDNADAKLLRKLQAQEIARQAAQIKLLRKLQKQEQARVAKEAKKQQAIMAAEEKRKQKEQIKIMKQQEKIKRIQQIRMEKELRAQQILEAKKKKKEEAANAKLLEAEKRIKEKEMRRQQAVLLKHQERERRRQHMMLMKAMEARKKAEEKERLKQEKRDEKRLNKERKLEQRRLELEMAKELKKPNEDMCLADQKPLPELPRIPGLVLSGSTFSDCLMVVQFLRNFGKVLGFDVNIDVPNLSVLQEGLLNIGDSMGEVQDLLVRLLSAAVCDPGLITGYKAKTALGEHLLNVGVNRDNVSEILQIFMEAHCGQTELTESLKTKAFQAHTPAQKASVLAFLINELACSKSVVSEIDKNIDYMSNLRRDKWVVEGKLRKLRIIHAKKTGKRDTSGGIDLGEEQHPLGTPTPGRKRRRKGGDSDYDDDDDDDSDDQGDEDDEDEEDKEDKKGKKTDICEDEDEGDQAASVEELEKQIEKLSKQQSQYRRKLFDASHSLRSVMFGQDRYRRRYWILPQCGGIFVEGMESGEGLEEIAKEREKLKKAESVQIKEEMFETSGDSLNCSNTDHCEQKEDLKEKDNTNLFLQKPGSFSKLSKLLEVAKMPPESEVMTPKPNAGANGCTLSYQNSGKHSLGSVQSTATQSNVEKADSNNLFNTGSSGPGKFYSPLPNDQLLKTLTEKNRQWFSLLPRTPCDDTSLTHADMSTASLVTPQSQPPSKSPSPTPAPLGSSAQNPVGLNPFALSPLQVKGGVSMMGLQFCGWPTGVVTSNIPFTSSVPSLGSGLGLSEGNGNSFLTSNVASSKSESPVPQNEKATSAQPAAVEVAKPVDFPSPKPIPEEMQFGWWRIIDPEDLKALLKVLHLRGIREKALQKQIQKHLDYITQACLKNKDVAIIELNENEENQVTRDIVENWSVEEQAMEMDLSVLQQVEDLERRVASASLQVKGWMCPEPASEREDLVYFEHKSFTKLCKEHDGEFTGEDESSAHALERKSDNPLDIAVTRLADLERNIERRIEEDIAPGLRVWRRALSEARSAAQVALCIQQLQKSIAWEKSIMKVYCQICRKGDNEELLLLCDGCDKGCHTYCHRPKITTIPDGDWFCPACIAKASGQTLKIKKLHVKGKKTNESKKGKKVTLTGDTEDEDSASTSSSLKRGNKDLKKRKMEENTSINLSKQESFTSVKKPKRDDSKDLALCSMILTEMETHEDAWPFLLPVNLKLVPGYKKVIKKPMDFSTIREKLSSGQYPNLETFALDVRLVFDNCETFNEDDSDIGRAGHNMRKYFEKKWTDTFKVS
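BAZ2B (50 nM) with biotin-H3(5-23)K14Ac peptide (50 nM) in PBS pH 7.4, 0.01% Tween-20, preformed 30 min, then compound 30 min at room temperature; top concentration 110uM. AlphaScreen streptavidin donor/nickel chelate acceptor beads (10 ug/mL final), 20 min dark, signal read.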
GLS inh = qHTS for Inhibitors of Glutaminase (GLS) | Potency, µM (doses to about 45.5 µM), without a hit: at the top dose activity change, negative = inhibition, usual class: inhibitors | actives 0.21% (n = 410,000) | GLS enzymatic activity, qHTS titration | Glutaminase kidney isoform, mitochondrial (Homo sapiens), O94925; note: % is set by controls: 0 for no effect and ±100 for the full control effect
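hKGA in 45 mM KH2PO4 (pH 8.2), 0.02% Tween-20 with compound, then 1mM L-Glutamine (stock as added) plus glutamate oxidase/HRP/Amplex red coupling mix. Fluorescence read initially and after 30 min at RT; signal change reflects glutamate formation.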
Active calls of the source: *; i = inactive; u = inconclusive; x = not tested or not shown; [ ] = remark or other dose. Unless noted, calls come from the whole dose curve; as a rule, active = well fitted curve in the direction sought with a large enough effect; inconclusive = small, poorly fitted or top-dose-only effect, or another doubt; inactive = no such curve, though single readings can be large; an effect the other way counts as inactive or inconclusive. Potency is the fitted concentration of half-maximal effect. Not all compounds are listed; the hit share may differ from the screen's.

Start of the data: the first 2 records (preview)
cpd	GLS inh	HP1b chromo inh	Pin1 inh	G9a inh	JMJD2A Tudor	Pol iota inh	PGK inhibitor	BAZ2B inh	BLM helicase inh	structure
1	2%	13%	u	10µM*	56µM*	15%	-6%	-23%	-3%	CC(CC1C(C#N)=C(N)SC(N)=C1C#N)c1ccccc1 (stereo not given)
2	x	21%	3%	10%	8%	4%	9%	u	-4%	CCC(CC)C(=O)Nc1cccc(S(=O)(=O)c2cccc(NC(=O)C(CC)CC)c2)c1

The whole of this part, repeating the preview:
cpd	GLS inh	HP1b chromo inh	Pin1 inh	G9a inh	JMJD2A Tudor	Pol iota inh	PGK inhibitor	BAZ2B inh	BLM helicase inh	structure
1	2%	13%	u	10µM*	56µM*	15%	-6%	-23%	-3%	CC(CC1C(C#N)=C(N)SC(N)=C1C#N)c1ccccc1 (stereo not given)
2	x	21%	3%	10%	8%	4%	9%	u	-4%	CCC(CC)C(=O)Nc1cccc(S(=O)(=O)c2cccc(NC(=O)C(CC)CC)c2)c1
3	3%	54%[activator]	-2%	32%	14%	-11%	7%	9%	-3%	CC(C)CCNC(=O)c1cc2c(=O)n3ccccc3nc2s1
4	-1%	16%	-4%	11%[12.7 µM]	-10%	10%	1%	-5%	x	CCN(CC(=O)Nc1ccc(NC(C)=O)cc1)C(=O)c1cc2c(s1)CCCCC2
5	-4%	20%	-1%	33%	-8%[57.1 µM]	-3%	-1%	-1%	-3%	CC(C)(C)c1ccc(C(=O)c2c[nH]c(C(=O)NCc3ccco3)c2)cc1
6	3%	9%	-2%	u	-7%	4%	6%	-1%	-4%	O=C(NCC1CCCO1)c1ccccc1NS(=O)(=O)c1cccs1 (stereo not given)
7	-2%	12%	0%	2%	-18%	32%[activator]	i	-1%	-5%	COc1ccc(/C=N/NC(=O)C(=O)N2CCCC2)cc1
8	0%	35%	0%	32%[0.501 µM]	-8%	-28%	x	0%	-2%	Cc1cc(N2CCN(C(=O)/C=C/C(=O)O)CC2)c2ccccc2n1
9	-1%	33%	2%	-12%	-8%	8%	0%	2%	-1%	CC(C)c1ccc(S(=O)(=O)c2nnn3c2nc(NCC2CCCO2)c2ccccc23)cc1 (stereo not given)
10	-13%	-18%	-1%	8%[59 µM]	-21%	4%	i	-14%	1%	CCOC(=O)c1noc2ncnc(Nc3cc(Cl)c(OC)cc3OC)c12
11	1%	33%	1%	20%	-3%	27%	-1%	0%	-5%	O=C(c1ccccc1)N1CCN(C(=O)c2ccc3c(c2)OCO3)CC1
12	2%	23%	1%	13%[59 µM]	-10%	12%	i	9%	-1%	O=C(Nc1ccc(OC(F)F)c(Cl)c1)Nc1ccc2c(c1)OCO2
13	0%	12%[57 µM]	-1%	7%	-13%	36%[activator]	5%	-13%	-1%	COc1ccc(S(=O)(=O)N2CCN(c3ccccc3OC)CC2)cc1C(=O)N1CCCCC1
14	5%	42%[activator]	2%	10%[59 µM]	-8%	26%	11%	1%	-3%	Cc1ccc(CN(C(=O)COc2ccc(Br)cc2)c2ccccn2)o1
15	u	27%	6%	u	-15%	32%[activator]	i	-20%	0%	O=c1cc(O)c2ccccc2n1Cc1ccccc1Cl
16	-14%	-19%	1%	-2%[59 µM]	-25%	-3%	9%	-16%	-6%	CC(=O)c1cccc(NC(=O)C(C)n2c(=O)cc(-c3ccccc3)c3c(C)nn(C)c32)c1 (stereo not given)
17	-3%	39%	-6%	u	-22%	10%	i	-1%	-8%	Oc1c(/C=N/Nc2cccc3cccnc23)ccc2ccccc12
18	7%	18%	-7%	x	-11%	68%[activator]	i	-4%	-7%	CC(=O)c1ccccc1NS(=O)(=O)c1ccccc1Cl
19	1%	43%[activator]	0%	-37%[2.33 µM]	-11%	12%	7%	2%	x	COc1ccc(C(C)(C)C)cc1NC(=O)COC(=O)c1nc2nccc(C)n2n1
20	4%	38%	0%	x	-3%	-3%	5%	x	x	CC1CC(C)CN(c2nc3c(c(=O)[nH]c(=O)n3C)n2CCCSc2nc3ccccc3s2)C1 (stereo not given)
21	-4%	22%	-11%	-13%	u	4%	i	-4%	-4%	COCCCNC(=S)Nc1ccc(S(=O)(=O)Nc2cc(OC)nc(OC)n2)cc1
22	0%	15%	43%[activator]	-4%[59 µM]	-25%	11%	-8%	-1%	-2%	Cc1ccc(Cn2cc(S(=O)(=O)c3ccccc3)c(=O)c3cc(F)c(N4CCOCC4)cc32)cc1
23	17%	8%	0%	2%[59 µM]	-6%	-17%	-8%	10%	-1%	O=C(CCC(=O)OCC(=O)c1ccccc1)Nc1cccc2cccnc12
24	1%	-17%	-4%	x	-23%	33%[activator]	8%	-3%	-6%	O=C(NCc1cccc(Cl)c1)c1ccc2nc(N3CCOCC3)sc2c1
25	-27%	38%[activator]	u	11%[59 µM]	u	u	-8%	-21%	-5%	O=c1cc2nc(-c3cccs3)nc(SCCOc3ccc(Cl)cc3)n2[nH]1
26	5%	54%[activator]	14%	-24%	5%	-14%	-6%	0%	-10%	CC1=C(C(=O)OCC(C)C)C(c2cccc(F)c2)N2C(=O)C(C)SC2=N1 (stereo not given)
27	10%	19%	-2%	33%[59 µM]	-1%	15%	0%	24%	3%	Cc1c(NC(=O)CCC2CCCCC2)c(=O)n(-c2ccccc2)n1C
28	3%	22%	-3%	-4%[59 µM]	-17%	-4%	0%	-11%	-9%	Cc1ccc(S(=O)(=O)NCC(=O)OCC(=O)Nc2ncc(Cl)cc2Cl)cc1
29	-2%	11%	3%	19%[0.501 µM]	-14%	8%	-6%	3%	-4%	Cc1ccc(OCC(=O)NNC(=O)C2CCN(c3nccc(C)n3)CC2)cc1
30	-9%	u	1%	8.9µM*	5.6µM*	182%[activator]	4%	20µM*	-11%	CCN(CC)CCNc1nc(-c2cccs2)c(CC(=O)O)s1
31	25%	u	-12%	19%[2.33 µM]	u	u	1%	-35%	-7%	COc1cc(/C=N/N2C(=O)c3ccccc3NC2(C)c2cccc([N+](=O)[O-])c2)cc(Br)c1O (stereo not given)
32	-3%	23%	9%	0%[59 µM]	-4%	-2%	i	-4%	1%	CC(=O)NCCn1c(SCC(=O)NCC2CCCO2)nc2ccccc2c1=O (stereo not given)
33	24%	8%	u	3%[59 µM]	-17%	5%	-7%	-6%	-4%	CCOC(=O)c1sc(N(Cc2ccccc2)C(=O)CSc2nnc(C3CC3)n2N)nc1C
34	0%	29%	-10%	50µM*	-10%	6%	-8%	9%	-3%	c1ccc(C2(CNc3ccccn3)CCCC2)cc1
35	5%	25%	1%	21%	-9%	1%	-11%	0%	0%	O=C(Nc1ccccc1)N(Cc1ccccc1)CC(O)C(F)(F)F (stereo not given)
36	4%	37%	u	7.9µM*	16%	14%	i	5%	-3%	CSc1nnc(-c2cc(-c3ccc(C)cc3)nc3ccccc23)o1
37	-2%	32%	-3%	-1%	-10%	8%	3%	-4%	x	Cc1ccc2nc(SCC(=O)NC3CCCCC3)nc(=O)n2c1
38	-1%	11%	-10%	-33%	-4%	16%	i	-3%	x	CC(CNC(=O)COC(=O)c1cccnc1Cl)c1ccccc1 (stereo not given)
39	-9%	23%	-3%	-23%[59 µM]	-1%	-1%	-1%	-26%	-5%	Cc1nn(Cc2c(F)c(F)c(F)c(F)c2F)c(C)c1NC(=O)c1ccc(COc2ccccc2Cl)cc1
40	24%	-6%	-5%	-10%	-20%	-13%	-9%	-5%	2%	C/C(=N\N1CCN(C)CC1)c1ccc(Cl)c(Cl)c1
41	2%	-16%	-13%	8%	-1%[57.1 µM]	148%[activator]	i	2%	-2%	C=CCN(C(=O)CCC(=O)Nc1cc(C)on1)C(C(=O)NC(C)(C)C)c1ccc(OC)cc1 (stereo not given)
42	0%	44%[activator]	5%	43%	17%	56%[activator]	4%	15%	-4%	Fc1cc(F)c2nc(N3CCCC3)sc2c1
43	3%	28%	-1%	0%[59 µM]	0%	33%[activator]	-8%	-15%	-8%	COc1ccc(OC)c(CNC(=O)Cn2nc(C)c3c(C)n(-c4ccccc4)nc3c2=O)c1
44	-2%	25%	2%	9%[59 µM]	-14%	3%	-9%	7%	-7%	COc1ccc(OCc2cccc(C(=O)Nc3cc(C)on3)c2)cc1
45	2%	53%[activator]	-5%	-29%	1%	-3%	x	3%	-3%	O=C(Cc1ccccc1)NC(C(=O)O)C(O)c1ccc([N+](=O)[O-])cc1 (stereo not given)
46	-5%	19%	u	13µM*	u	u	-14%	u	26%	O=C(O)c1cccc(-c2ccc(/C=N/NC(=O)c3cccnc3)o2)c1
47	14%	22%	2%	-8%[59 µM]	11%	-10%	11%	1%	0%	Cc1ccccc1N1C(=O)c2ccccc2NC1c1ccncc1 (stereo not given)
48	13%	27%	2%	8%	-8%	-12%	3%	-17%	3%	CC(=O)c1ccccc1N(C(=O)Cn1nnc2ccccc21)C(C(=O)NCC1CCCO1)c1ccc(N2CCOCC2)cc1 (stereo not given)
49	0%	24%	-7%	-1%[59 µM]	-14%	26%	8%	4%	-11%	COC(=O)Cn1nc(-c2ccccc2)c2ccccc21
50	-4%	31%	-1%	10%	11%	-13%	-9%	-2%	-1%	COc1ccc(OCCOC(=O)c2ccc(-n3cnnn3)cc2)cc1
51	0%	42%[activator]	1%	-2%	2%	26%	9%	4%	1%	COC(=O)Cc1cccc2c(=O)c3ccccc3oc12
52	0%	29%	43%[activator]	5%[59 µM]	-9%	-29%	-10%	u	-17%	CCOc1ccc(C(=O)Nc2cccc(NC(=O)c3ccc(Cl)cc3Cl)c2)cc1
